# Screening results: PubChem BioAssay, several laboratories
# Mtb BioA inh: BioA (M. tuberculosis) enzyme inhibition; purified M. tuberculosis BioA enzyme, plate reader; inhibition, % at 9.99 µM; 360,000 compounds, 0.096% hits; AID 602481; in the data active = inhibition above about 40%; inconclusive = no clear call, values can overlap the other calls
# MazEF act: activators of E. coli MazEF toxin-antitoxin RNase | P0AE70 | FAM/BHQ RNA-DNA oligo cleavage fluorescence, 5 h | activation, % at 20 µM | 350,000 compounds, 0.32% hits; in the data active = activation above about 50%
# Target sequence (P0AE70 whole entry, looked up): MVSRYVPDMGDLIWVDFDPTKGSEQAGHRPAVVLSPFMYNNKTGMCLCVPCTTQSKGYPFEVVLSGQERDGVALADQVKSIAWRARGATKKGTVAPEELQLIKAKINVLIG
# GDH-TPI counter: inhibits GDH-TPI coupling enzymes, artifact for Mtb FBA screen; GDH-TPI coupled enzyme counterscreen, NADH absorbance; inhibition, % at 4.8 µM; 360,000 compounds, 1.2% hits; AID 588335;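 also: 0% = DMSO wells and 100% = wells lacking the enzyme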
# Rv3671c protease: Rv3671c (M. tuberculosis) protease inhibition | P9WHR9 | inhibition, % at 5.96 µM | 320,000 compounds, 0.048% hits | AID 2606; in the data active = inhibition above about 38%;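 also: extracellular domain of Rv3671c used as enzyme; 0% = enzyme with DMSO and 100% = no enzyme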
# Target sequence (P9WHR9 whole entry, looked up, the tested form may be a part): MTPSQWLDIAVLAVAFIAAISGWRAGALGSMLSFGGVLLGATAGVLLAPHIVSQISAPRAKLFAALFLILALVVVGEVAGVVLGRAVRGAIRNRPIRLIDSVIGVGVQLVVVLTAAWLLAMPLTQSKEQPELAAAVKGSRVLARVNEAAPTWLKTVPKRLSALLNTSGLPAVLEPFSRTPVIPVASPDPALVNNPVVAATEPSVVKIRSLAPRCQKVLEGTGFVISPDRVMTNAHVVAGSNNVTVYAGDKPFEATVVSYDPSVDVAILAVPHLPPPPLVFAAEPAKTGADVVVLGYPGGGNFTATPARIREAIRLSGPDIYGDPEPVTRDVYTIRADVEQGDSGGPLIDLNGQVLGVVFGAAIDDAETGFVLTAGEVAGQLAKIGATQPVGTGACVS
# BoNT F protease: inhibitors of Botulinum neurotoxin F light chain protease | Multiplex microsphere protease cleavage assay, flow cytometry | inhibition, % at 10 µM | 360,000 compounds, 0.22% hits; in the data active = inhibition above about 35%, passing the limit was not always enough; inconclusive = no clear call, values can overlap the other calls; also: plate controls were buffer without enzyme for full effect and enzyme alone for no effect
# UGM FP inh: blocks M. tuberculosis UGM enzyme | purified UGM, fluorescence polarization probe displacement | inhibition, % at 10 µM | 320,000 compounds, 0.06% hits; in the data active = inhibition above about 10%, passing the limit was not always enough; inconclusive = no clear call, values can overlap the other calls
# VHR inh abs: DUSP3 (human) phosphatase inhibition; P51452; recombinant VHR phosphatase, pNPP absorbance; inhibition, % at 13.3 µM; 290,000 compounds, 0.52% hits; AID 1654; in the data active = inhibition above about 50%; also: some compounds called inactive have numbers as strong as hits
# Target sequence (P51452 whole entry, looked up): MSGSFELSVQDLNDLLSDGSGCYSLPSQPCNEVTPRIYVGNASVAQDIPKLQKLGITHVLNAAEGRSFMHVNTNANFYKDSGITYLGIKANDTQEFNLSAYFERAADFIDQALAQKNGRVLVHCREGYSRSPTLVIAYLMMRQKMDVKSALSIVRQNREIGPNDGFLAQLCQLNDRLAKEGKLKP
# CCHFV vOTU inh: CCHFV vOTU protease inhibition; Pep-AMC fluorescence; inhibition, % at 11.5 µM; 370,000 compounds, 0.55% hits; AID 651958; also: 0% = vehicle wells with enzyme and 100% = no enzyme wells
# Mtb FBA inh: Mtb fructose-bisphosphate aldolase inhibition. purified M. tuberculosis FBA, fluorescence read-out. inhibition, % at 1 µM. 360,000 compounds, 2.3% hits. AID 588726; in the data active = inhibition above about 27%;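 also: 0% = vehicle and 100% = reference inhibitor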
# Target sequence (P9WQA3 whole entry, looked up): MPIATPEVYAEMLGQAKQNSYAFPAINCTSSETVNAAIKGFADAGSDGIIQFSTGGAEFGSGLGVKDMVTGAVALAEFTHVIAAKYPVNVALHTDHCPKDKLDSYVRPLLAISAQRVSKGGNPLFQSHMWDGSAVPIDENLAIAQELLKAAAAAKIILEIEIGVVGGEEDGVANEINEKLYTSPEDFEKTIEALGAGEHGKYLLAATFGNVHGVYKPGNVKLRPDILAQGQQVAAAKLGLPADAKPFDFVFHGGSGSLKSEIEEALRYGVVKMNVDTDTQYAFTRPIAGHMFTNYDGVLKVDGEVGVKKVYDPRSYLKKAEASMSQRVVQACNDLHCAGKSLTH
# FadD28 FP inh: inhibitors of Mycobacterium tuberculosis FadD28 bisubstrate binding; FadD28 bisubstrate probe binding, fluorescence polarization; inhibition, % at 12.5 µM; 360,000 compounds, 0.22% hits; in the data active = inhibition above about 8.5%, passing the limit was not always enough; inconclusive = no clear call, values can overlap the other calls
# * = called active by the depositor; ? = inconclusive; . = not tested or not shown; & = joins results of further samples. Rule as the data show it, unless noted: active = inhibition above about 30%; inactive = the rest.
SMILES,Mtb BioA inh,MazEF act,GDH-TPI counter,Rv3671c protease,BoNT F protease,UGM FP inh,VHR inh abs,CCHFV vOTU inh,Mtb FBA inh,FadD28 FP inh
CC(=O)n1c(C=Nc2ccccc2)c(O)c2ccccc21,.,5,0,-11,4,2.3,12,-19,23,-2.0
O=C1C(=O)c2ccc(-c3ccccc3)cc2-c2ccccc21,-1.5,9,12,-9,0,-1.1,13,-1,-1,-1.8
CCCOC(=O)c1ccc(Oc2c(-c3ccc(OCC)cc3O)n[nH]c2C)cc1,0.3,2,-1,-13,-16,1.0,-15,10,-2,-5.6
CN1CCN(C(=S)NC(=O)c2ccccc2Cl)CC1,-0.9,2,7,-4,-1,1.8,28,6,3,-0.4
O=C(CC1C(=O)NCCN1CC(c1ccccc1)c1ccccc1)NC1CC1 (centres undefined),.,-3,-3,6,-4,-1.4,35,9,1,-0.7
O=C(NCCCN1CCOCC1)c1ccc2c(c1)N(Cc1cccc(Cl)c1)C(=O)CS2,.,11,-2,9,-18,1.4,0,1,1,-4.1
CCN(CC(=O)NCc1ccc(F)cc1)Cc1nc2cc(Cl)ccc2c(=O)[nH]1,-0.3,1,13,-3,1,1.8,13,9,0,0.0
O=C(NCCCCc1ccccc1)C1CC(c2ccccc2C(F)(F)F)=NO1 (centres undefined),2.2,5,8,-1,-3,1.6,22,12,-2,-3.8
CC(C)N1CCN(c2ccncc2S(=O)(=O)N2CCN(C)CC2)CC1,-1.0,2,-1,.,-2,.,.,-6,1,-3.2
CCCCC(=O)Nc1cnc(NC(=O)c2cccs2)cc1C,1.6,5,7,6,31,1.3,4,-9,0,0.3
COc1ccc(S(=O)(=O)CCC(=O)O)cc1,-1.2,4,-5,3,-39,-0.3,-4,-1,-1,-0.8
CN(Cc1nc2ccccc2c(=O)[nH]1)C(=O)c1cccc(S(=O)(=O)N2CCCCCC2)c1,2.8,3,2,-3,-8,-2.3,.,-9,0,-1.7
COc1ccc(NC(=O)C2C3C=CC(C3)C2C(=O)NCc2ccco2)cc1 (centres undefined),-0.3,2,9,5,-1,-0.2,14,-1,-2,-1.1
CC1CN(S(=O)(=O)c2cccc(C(=O)N(C)C3CCCCC3)c2)CC(C)O1 (centres undefined),-3.2,3,11,.,-3,.,.,8,0,-2.3
COc1ccc(Cn2nnnc2C(c2cccs2)N2CCCCCC2)cc1 (centres undefined),-0.5,5,-4,-8,-14,2.1,17,-2,-14,-5.2
O=C(NCCOc1ccccc1F)c1cc(F)c(F)cc1Cl,.,7,12,-1,-1,-1.0,-2,2,-1,0.9
CCCCCCNc1cc(C)oc(=O)c1C(C)=O,.,-8,3,-9,0,0.2,3,-6,3,-1.4
CCOC(=O)c1c(NC(=O)COC(=O)Cc2n[nH]c(=O)c3ccccc23)sc(C(=O)NC)c1C,-0.4,-10,5,2,4,1.1,.,-4,1,-1.0
O=C(NCCc1ccccc1)c1cc(=O)c2ccccc2o1,.,3,0,0,0,-2.1,26,-7,-2,-2.6
CN=c1scc(-c2cccs2)n1/N=C/c1ccc(O)c(O)c1O,.,-3,23,-4,-36,1.4,24,9,1,?
COc1ccccc1C(=O)Nc1ccccc1C(=O)Nc1ccccc1,-0.8,7,2,-2,?,2.1,.,-8,-1,-0.3
CCOC(=O)/C=C1/N(C)c2ccccc2C1(C)C,0.0,0,27,8,4,-0.3,-3,19,2,-0.1
Cn1c(CSc2ncccn2)nnc1SCC(=O)N1CCCCC1,1.6,4,1,0,-2,-0.4,25,-15,1,-3.1
COc1ccc(NC(=O)CCC(=O)c2cccs2)cc1Cl,1.3,-6,4,1,-24,1.0,-7,-11,4,-0.5
COc1cc2c(cc1OC)C1=NC(=O)CN1C(SCc1ccccc1C)=N2,-1.4,1,9,-3,3,-4.0,40,-13,27*,-4.6
CCOC(=O)C1=C[C@@H](C(C)(C)C)N(S(=O)(=O)c2ccc(C)cc2)[C@H]1c1ccc(C#N)cc1,-2.4,.,.,.,3,.,.,-11,-1,-2.5
CCOC(=O)c1c(C)[nH]c(C(=O)N/N=C\c2ccccc2O)c1C,1.2,1,29,-1,8,0.3,25,1,2,-11
COc1ccc(NC(=O)CC2COc3ccccc3O2)c(OC)c1 (centres undefined),1.3,-1,5,3,-1,-0.2,3,-11,-1,-3.5
Cn1ccc2c(-c3ccc4c(c3)OCCO4)cc3c(c21)C1CCC3C1 (centres undefined),-1.4,.,.,.,-30,.,.,5,1,0.1
O=C(Nc1ccnc(=O)[nH]1)c1sc2ccccc2c1Cl,-1.1,-3,4,-9,1,7.3,15,6,0,-1.3
COc1ccccc1CCNC(=O)C1(C)CC1(Cl)Cl (centres undefined),0.9,3,-10,0,-2,0.7,25,13,-3,-5.1
CN(C)c1ccc(C(O)Cc2nc3ccccc3n2C)cc1 (centres undefined),-1.7,-3,-1,-4,-30,0.2,9,-3,-3,-2.8
O=C(NCc1ccco1)c1cccc(-c2nnc(-c3ccccc3)o2)c1,-0.7,3,-5,-14,-7,2.4,15,8,1,-6.6
COC(=O)C(NNc1ccccc1)(NC(=O)c1ccccc1F)C(F)(F)F (centres undefined),-0.3,9,11,-8,0,-4.3,13,-5,14,-0.8
NCCCC[C@H](N[C@@H](CCc1ccccc1)C(=O)O)C(=O)N1CCC[C@H]1C(=O)O,-1.2&-2.2,-18&-2,-1&4,-3&-5,-1&9,-2.1&1.6,20,3&-1,1&4,-1.0&-2.0
C[C@H](CO)N1C[C@H](C)[C@@H](CN(C)Cc2ccc3c(c2)OCO3)Oc2c(NS(C)(=O)=O)cccc2C1=O,-2.3&2.3,-1,-5,5,-3,0.5,.,-5,3,-2.5
CCCCNC(=S)NNC(=O)c1csc(C)c1CC,.,5,0,-9,-4,1.1,10,16,20,-0.4
Cc1ccc(-n2nnnc2CCl)cc1,.,5,0,.,-1,.,6,-1,1,0.2
COc1cc(CNCCO)ccc1OC1CCCC1,-1.1,3,9,8,4,-1.9,35,-11,5,-1.4
S=C(Nc1ccc(Nc2ccccc2)cc1)Nc1ccccn1,.,-9,5,8,-5,3.5,11,5,-4,-0.7
CCN(c1ccccc1)S(=O)(=O)c1cc(C(=O)NCC(c2ccc(OC)cc2)N(C)C)ccc1C (centres undefined),-0.1,4,5,.,-2,.,.,-3,-2,-5.0
O=C(c1cc(S(=O)(=O)N2CCOCC2)ccc1Cl)N1CCN(c2ccccn2)CC1,.,0,-4,6,-3,.,6,-7,2,-0.5
COc1cc(Cl)ccc1OC1(C)CCN(Cc2ccccc2OC(F)F)C1 (centres undefined),-0.4,.,4,.,7,.,.,12,5,-0.2
CN(C)/C=C1\SC(=S)N(c2ccc(Br)cc2)C1=O,-0.5,1,3,-23,?,-0.4,1,2,-3,-0.5
COc1ccc(OC)c(CC(=O)Nc2ccc3c(c2)CCC3)c1,0.0,3,-6,-14,-7,0.4,28,8,0,1.0
CCOC(=O)C1C(=O)CC(C)(O)C(C(=O)OCC)C1c1cccs1 (centres undefined),-0.4,11,6,-4,5,1.8,-6,11,2,-0.6
O=C(Nc1nnc(Cc2ccccc2F)s1)c1ccccc1Cl,-1.2,0,9,-1,?,-1.1,9,9,2,-1.1
Cc1cccc(C)c1NC(=O)C(C)N1CCCCC1 (centres undefined),-1.1,6,2,4,?,0.7,31,-3,24,1.3

# Pulled one by one from the entries so far, 5 records:
SMILES,Mtb BioA inh,MazEF act,GDH-TPI counter,Rv3671c protease,BoNT F protease,UGM FP inh,VHR inh abs,CCHFV vOTU inh,Mtb FBA inh,FadD28 FP inh
CCN(c1ccccc1)S(=O)(=O)c1cc(C(=O)NCC(c2ccc(OC)cc2)N(C)C)ccc1C (centres undefined),-0.1,4,5,.,-2,.,.,-3,-2,-5.0
S=C(Nc1ccc(Nc2ccccc2)cc1)Nc1ccccn1,.,-9,5,8,-5,3.5,11,5,-4,-0.7
Cc1cccc(C)c1NC(=O)C(C)N1CCCCC1 (centres undefined),-1.1,6,2,4,?,0.7,31,-3,24,1.3
CN(C)/C=C1\SC(=S)N(c2ccc(Br)cc2)C1=O,-0.5,1,3,-23,?,-0.4,1,2,-3,-0.5
O=C(Nc1nnc(Cc2ccccc2F)s1)c1ccccc1Cl,-1.2,0,9,-1,?,-1.1,9,9,2,-1.1

# The results go on.
SMILES,Mtb BioA inh,MazEF act,GDH-TPI counter,Rv3671c protease,BoNT F protease,UGM FP inh,VHR inh abs,CCHFV vOTU inh,Mtb FBA inh,FadD28 FP inh
Cc1sc(NC(=O)c2ccco2)c(C(c2cccnc2)N2CCN(CCO)CC2)c1C (centres undefined),1.6,2,8,-11,2,-0.2,29,-8,-2,-1.8
CC(=O)Nc1ccc(N2C(=O)C3C4C=CC(CC4)C3C2=O)cc1 (centres undefined),-0.5,3,-3,.,8,3.1,19,21,-1,0.9
O=C(NCCCN=C1NS(=O)(=O)c2ccccc21)c1ccccc1Cl,1.7,4,-8,1,-9,0.2,14,-6,-1,-2.0
CC(=O)Nc1ccc(SCC(=O)c2cc(C)n(Cc3cccs3)c2C)cc1,-0.2,8,8,3,2,0.4,4,1,0,0.3
O=C(CCCOc1ccccc1)Nc1ccccc1C(F)(F)F,.,6,1,9,-4,0.3,18,4,2,-0.1
Cc1cc(C)cc(-n2nnn(C3C/C(=N/NC(N)=S)C4OCC3O4)c2=S)c1 (centres undefined),2.3,3,-4,9,0,1.0,11,9,0,-6.0
CN(CC(=O)Nc1ccc(Cl)c(S(=O)(=O)N2CCOCC2)c1)C(=O)c1ccc(C#N)cc1,-2.1,4,0,-3,-3,.,.,16,0,-2.6
Cc1csc(NC(=O)CSc2nnc(NC(=O)COc3ccc(Cl)cc3)s2)n1,-0.9,-3,11,-8,-6,-0.1,-4,2,3,-3.4
COc1ccc2[nH]c(=O)c(C(c3nnnn3C(C)(C)C)N(Cc3ccco3)CC3CCCO3)cc2c1 (centres undefined),-1.2,7,13,-6,-15,-1.7,-3,-18,19,-0.5
CCN(CC)CCNC(=O)C1(O)c2cc(Br)ccc2NC(=O)N1c1ccc(Cl)cc1 (centres undefined),-2.3,6,-1,-2,7,-0.4,.,-2,-1,-2.0
CN1CCC(N(C)C(=O)c2cc(-c3ccc(F)cc3)nc3ccccc23)CC1,0.6,6,12,-3,-5,0.1,.,-2,6,-0.7
O=C(NCCN1CCN(c2ccccc2)CC1)c1cccn2c(=O)c3cc(Cl)ccc3nc12,-2.4,-7,14,-4,1,-1.6,7,-15,2,-0.4
CCN1CCN(C(=O)c2ccc3c(=O)n(CCc4ccccc4)c(=O)[nH]c3c2)CC1,0.0,6,5,5,20,2.0,7,.,3,-0.6
COc1ccccc1NS(=O)(=O)c1cc([N+](=O)[O-])ccc1N/N=C/c1c(C)[nH]c2ccccc12,-2.7,-6,7,9,-62,1.2,19,0,0,-1.4
O=C(O)CN1C(=O)S/C(=C\c2cccnc2)C1=O,.,7,13,3,-1,-1.3,4,1,2,-1.5
COC(=O)c1cc2ccsc2n1CC(=O)N(C)C1CCCCC1,-1.5,1,2,-2,4,-0.4,13,1,-3,1.7
CCOc1ccc(NS(=O)(=O)c2c(C)nc3sc(CC)nn3c2=O)cc1,0.7,4,8,-4,-4,-2.3,13,-3,-3,-4.2
COc1ccc(NC(=O)CSc2nc3ccccc3c(=O)[nH]2)cc1S(N)(=O)=O,0.6,-13,10,-1,3,-1.4,.,-1,5,-1.0
COc1ccc(CCNCc2ccc(OC)c(OC)c2OC)cc1,3.4,0,9,0,0,2.1,12,-11,5,-0.5
COc1ccc(-c2nc(NC(=O)C3CC(=O)N(c4ccc5c(c4)OCCO5)C3)sc2C)cc1 (centres undefined),.,-4,5,-13,-2,-0.3,5,21,2,-0.3
O=C(Cn1c(SCc2ccccc2)nc2ccccc21)N1CCOCC1,6.7,-2,-6,1,2,0.6,44,-22,-1,-3.6
c1ccc(-c2ccc(Oc3cc(N4CCOCC4)nc(-c4ccccc4)n3)cc2)cc1,-0.5,-1,-2,2,-10,1.4,23,5,1,-2.5
